# CBFb RUNX1 block: blocks binding between human CBF-beta and RUNX1. Q01196+Q13951. 230,000 tested, under 10 active. Potency, µM (top dose mostly 59.8 µM), for inactives: at the highest dose activity, negative = inhibition, hits mostly inhibitors. AlphaScreen CBFb-His/RUNX1-biotin binding, biochemical; further: % of control where 0% means no effect
# Target sequence (Q01196 whole entry, looked up): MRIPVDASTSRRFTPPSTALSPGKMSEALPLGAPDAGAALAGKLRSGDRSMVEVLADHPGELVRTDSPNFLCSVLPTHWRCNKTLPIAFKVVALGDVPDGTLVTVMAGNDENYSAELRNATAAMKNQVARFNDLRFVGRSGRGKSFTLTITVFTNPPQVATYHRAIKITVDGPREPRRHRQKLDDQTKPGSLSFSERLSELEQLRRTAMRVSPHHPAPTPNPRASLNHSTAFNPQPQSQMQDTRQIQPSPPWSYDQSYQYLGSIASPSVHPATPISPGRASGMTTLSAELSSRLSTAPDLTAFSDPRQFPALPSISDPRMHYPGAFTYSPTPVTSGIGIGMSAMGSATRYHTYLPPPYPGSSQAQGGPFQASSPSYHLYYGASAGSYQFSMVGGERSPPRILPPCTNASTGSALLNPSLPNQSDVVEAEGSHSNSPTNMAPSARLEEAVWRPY
# Target sequence (Q13951 whole entry, looked up): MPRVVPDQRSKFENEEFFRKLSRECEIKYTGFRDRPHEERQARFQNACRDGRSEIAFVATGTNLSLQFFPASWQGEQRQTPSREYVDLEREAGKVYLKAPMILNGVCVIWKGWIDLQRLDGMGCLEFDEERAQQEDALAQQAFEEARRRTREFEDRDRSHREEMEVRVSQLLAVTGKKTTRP
#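 CBF-beta (His) and RUNX1 (biotin), 30 nM each; 20 min preassociation; + compound, 15 min; + beads 50 ng each (Ni, streptavidin), 90 min; RT; AlphaScreen read.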
# IMPase Li cell: IMPase inhibition in cells with lithium potentiation; CHO-M1 cells, IP1 TR-FRET (IP-One), carbachol + lithium; Potency, µM (series often up to 59.4 µM), for inactives: top-dose activity, negative = IMPase inhibition, actives largely listed as inhibitors; 210,000 tested, 0.35% active; AID 1457;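 further: IP1 builds up when IMPase is blocked and the TR-FRET signal falls; potency means the concentration at half of the fitted maximal effect; plate controls were basal vehicle for no effect and high inhibitor control for full effect; nearly all actives have a fitted effect of over 50% in size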
#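 Steps: plate 2000 CHO-M1 cells per well and culture 16–30 h; add compound and lithium; incubate 30 min, 37C; add d2-IP1 tracer and Eu cryptate anti-IP1 antibody in lysis buffer; read after 10 min at room temperature.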
# KinaseGlo FLuc: blocks Kinase-Glo luciferase, a counter-screen artifact; Kinase-Glo luciferase, ATP luminescence, 8 min; Potency, µM (doses to about 38.3 µM), inactives show at the top dose activity change, negative = inhibition, actives largely listed as inhibitors; 200,000 tested, 0.28% active; further: potency means the concentration at half of the fitted maximal effect; on the % scale 0 is the no-effect control and ±100 the full control effect; nearly all actives have a fitted effect of over 60% in size
#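 Recombinant Kinase-Glo luciferase, 10 uM ATP (linear range), luciferin; imidazole pH 7.2 / KCl / MgCl2 / Tween / BSA buffer; 8 min RT; luminescence.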
# HttQ103 aggreg: reduces HttQ103-GFP aggregates in PC12 cells. Potency, µM (top dose mostly 46.1 µM), for inactives: top-dose activity change, negative = inhibition, most hits filed as inhibitors. PC12 HttQ103-GFP aggregates, Acumen cytometry, 40 h. 220,000 tested, 1.1% active; further: potency means the concentration at half of the fitted maximal effect; on the % scale 0 is the no-effect control and ±100 the full control effect; nearly all actives have a fitted effect of over 60% in size
#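 Compounds (qHTS titration) were added to PC12 cells expressing an ecdysone-driven HTT exon 1 Q103–GFP fusion after induction with 100 nM tebufenozide. Aggregate formation was measured as GFP objects in cell lysates.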
# NPSR antagonist: antagonists of human neuropeptide S receptor cAMP signaling; Q6W5P4; CHO-NPSR cells, cAMP TR-FRET, antagonist mode; Potency, µM (highest dose often 38.3 µM), for inactives: at the highest dose activity change, negative = inhibition, actives largely listed as inhibitors; 220,000 tested, 1% active; further: potency means the concentration at half of the fitted maximal effect; on the % scale 0 is the no-effect control and ±100 the full control effect; nearly all actives have a fitted effect of over 50% in size; many of its hits are not listed in these tables
# Target sequence (Q6W5P4 whole entry, looked up): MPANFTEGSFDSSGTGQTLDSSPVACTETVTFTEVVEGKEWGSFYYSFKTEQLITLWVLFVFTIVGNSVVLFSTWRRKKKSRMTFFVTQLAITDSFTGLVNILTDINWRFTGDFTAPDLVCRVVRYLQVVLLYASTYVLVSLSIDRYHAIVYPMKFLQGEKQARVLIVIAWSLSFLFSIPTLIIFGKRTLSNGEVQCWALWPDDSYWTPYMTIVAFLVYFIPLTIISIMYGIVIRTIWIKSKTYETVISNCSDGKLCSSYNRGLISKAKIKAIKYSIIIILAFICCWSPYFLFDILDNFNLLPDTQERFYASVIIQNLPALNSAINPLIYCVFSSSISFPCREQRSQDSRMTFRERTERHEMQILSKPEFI
# Epigenetic reg: regulators of epigenetic silencing causing reporter derepression in mouse cells. murine LDR cells, GFP reporter derepression, 30 h. Potency, µM (top dose mostly 53.9 µM), without a hit: at the highest dose GFP activation, usual class: activators. 280,000 tested, 0.2% active. AID 1865; further: potency means the concentration at half of the fitted maximal effect; % of control where 0% means no effect; nearly all actives have a fitted effect of over 60% in size
#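 GFP-positive cell count by laser-scanning cytometry (objects 20–120 um) after 30 h, 37 C compound exposure of murine LDR cells; reporter is CMV-GFP integrated at a silenced locus, inducible by HDAC or DNMT inhibitors.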
# LMNA splice mod: modulators of lamin A splicing. HeLa LMNA splicing GFP/RFP minigene ratio, 48 h. Potency, µM (doses to about 46.1 µM), without a hit: top-dose ratio change, negative = inhibition, hits mostly inhibitors. 200,000 tested, 0.01% active. AID 1487; active means well fitted inhibition curve with a large enough effect in the signal ratio, with a control signal flat, not every such curve was filed as active; inconclusive means small, poorly fitted or top-dose-only effect, or effect the other way, or a change in a side signal; the % refers to the signal ratio; further: potency means the concentration at half of the fitted maximal effect; on the % scale 0 is the no-effect control and ±100 the full control effect
#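 S3 HeLa stable clones carrying a lamin A-EGFP splicing minigene plus DsRed2 were seeded at 600 cells/well in Opti-MEM with 2% FBS, pin-dosed and incubated 48 h at 37°C. Acumen cytometry (488 nm) gave the GFP/RFP total-intensity ratio.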
# * = called active by the depositor; ? = inconclusive; . = no result given; & = joins results of further samples; [ ] = remark or other dose. Unless noted, the call rests on the fitted dose curve; in most records, active means well fitted curve in the direction sought with a large enough effect; inconclusive means small, poorly fitted or top-dose-only effect, or another doubt; inactive means no such curve, though single readings can be large; an effect the other way counts as inactive or inconclusive. These rows are one share of the data; the hit share may differ from the screen's.
SMILES,CBFb RUNX1 block,IMPase Li cell,KinaseGlo FLuc,HttQ103 aggreg,NPSR antagonist,Epigenetic reg,LMNA splice mod
CCN(CC)CC(=O)Nc1nn(-c2ccccc2)nc1C(N)=O,-3%,-13%[38.3 µM],-1%,-10%,-8%[46.1 µM],0.0%,9%
O=C1C(Cl)=C(Nc2ccccc2O)C(=O)N1CCc1ccccc1,-22%,18%,3%,-3%,-15%,0.0%,-21%
Cc1ccc(-n2nnc(-c3ccnc4ccccc34)n2)cc1,12%,4%,.,-2%[9.22 µM],-18%,-0.7%,.
CC(C)NC[C@@H](O)COc1cccc2ccccc12,5%,-3%&-2%&11%&-6%&1%&4%&-4%&-10%,-1%,7%,-20%[46.1 µM],-1.2%,?
C[C@@H]1NC(=O)[C@H](CCC(N)=O)NC(=O)c2cc([N+](=O)[O-])cc(I)c2NCCC[C@@H](C(N)=O)NC1=O,0%[2.36 µM],-4%,-2%,-4%,18%,3.2%,3%
CCc1nc(C)c(-c2ccccc2)c(=O)[nH]1,0%,1%,-1%,-19%,-2%[46.1 µM],-1.0%,-7%
COc1ccc(N(C(=O)Cn2cnc3ccccc32)C(C(=O)NC2CCCCC2)c2ccccc2)cc1 (stereo not drawn),-5%,18%[38.3 µM],2%,-12%,-28%[46.1 µM],6.9%,6%
COc1ccc(C)cc1S(=O)(=O)Nc1cc(Cl)ccc1Cl,20%,8%,-4%,8%,-24%[46.1 µM],0.0%,15%
COC(=O)[C@@]1(Cc2ccc(OC)cc2)[C@H]2c3cc(C(=O)N(C)C)n(Cc4cc(C)n(C)n4)c3C[C@H]2CN1C(=O)c1ccccc1,5%,-9%,2%,.,.,3.5%,.
Cc1ccc(S(=O)(=O)N(C)C)cc1NC(=O)CSc1nc2ccccc2[nH]1,8%,-3%,-1%,-17%,4%,-3.0%,-10%
C/C(=N\O)c1cccc(Br)c1,-1%,.,.,-3%[9.22 µM],2%[7.67 µM],2.7%,.
S=C1NCN(Cc2ccco2)CN1,6%,.,.,4%[9.22 µM],-5%[7.67 µM],5.2%,.
COc1ccc(C2(NC(C)=O)CCN(C(=O)c3ccco3)CC2)cc1,3%,.,.,-4%,-8%[46.1 µM],-5.9%,6%
COc1ccc(-c2oc3ccccc3c(=O)c2OC(C)=O)cc1,15%,-1%,2%,-13%,-35%,-0.6%,-11%[46 µM]
C=CCc1cc2c(oc(=O)c3ccccc32)c(C)c1O,2%,?,-8%,6%[9.22 µM],-6%,14%,.
COc1ccccc1-n1nnnc1SCC(=O)NC1CCCC1,3%,25%[38.3 µM],4%,-6%,-12%[46.1 µM],-1.1%,-5%
Cc1ccc(N2C(=O)N(CC(=O)NC(N)=O)C(=O)C2C)cc1 (stereo not drawn),-10%,-3%,-3%,13%,8%,2.0%,.
COc1ccc2c(c1)cc1n2CCN=C1NN,-6%,23%[38.3 µM],-3%,9%,-10%[46.1 µM],-1.8%,9%
O=C(O)c1ccc(C(=O)c2ccc3c(c2)C(=O)N(Cc2ccco2)C3=O)cc1,5%,16%[38.3 µM],-2%,-4%,-14%[46.1 µM],-1.1%,12%
Cc1c(CCOC(=O)CC23CC4CC(CC(C4)C2)C3)sc[n+]1CC(=O)c1ccc(Br)cc1,-1%,2%[38.3 µM],8%,16%,10µM*,0.0%,?
COc1ccc(C(=O)Sc2ccc(C)cc2)cc1OC,12%,-17%,7%,4%,-14%[46.1 µM],-3.3%,-5%
COc1ccccc1C(=O)NC(C)C(c1cccs1)N1CCN(C)CC1 (stereo not drawn),11%,1%,-3%,-15%,-10%[46.1 µM],5.1%,-6%
Cc1ccc(CNC(=O)COc2ccc(S(=O)(=O)NC(C)C)cc2)cc1,-4%,15%[38.3 µM],0%,-1%,-7%[46.1 µM],-4.1%,1%
COc1ncnc2c1oc1nc(CC(C)C)c3c(c12)CCCC3,-1%,-16%[38.3 µM],-8%,-15%,-22%[46.1 µM],-5.0%,4%
Cn1nc(C(F)(F)F)c(-c2ccc(Br)cc2)c1NC(=O)Nc1ccc(F)cc1F,15%,.,.,-18%[9.22 µM],?,-0.7%,.
SMILES,CBFb RUNX1 block,IMPase Li cell,KinaseGlo FLuc,HttQ103 aggreg,NPSR antagonist,Epigenetic reg,LMNA splice mod
CCCc1nc2ccccc2c(C(=O)OCC(=O)NCc2ccco2)c1CC,1%,1%[38.3 µM],1%,-4%[9.22 µM],-14%[46.1 µM],-3.3%,-11%
COc1ccc2c(CC(=O)OCC(=O)N3CCc4ccccc43)coc2c1,5%,19%[38.3 µM],4%,0%,-5%[46.1 µM],0.0%,5%
Cc1cc(C)c2ccc(=O)n(CC(=O)N/N=C/c3ccccc3Cl)c2n1,11%,.,.,0%[9.22 µM],-13%,3.1%,.
COc1ccc(OCCNS(=O)(=O)c2ccccc2)cc1,-2%,9%[38.3 µM],8%,-2%,9%[46.1 µM],0.0%,14%
Cc1ccc(-c2nc(-c3cccnc3)sc2CC(=O)Nc2ccc(C)c(Cl)c2)cc1,-16%,6%,3%,?,-21%,-1.3%,?
O=C(CN1CCN(Cc2ccccc2)CC1)N1N=CCC1c1ccccc1 (stereo not drawn),1%,21%,-3%,-5%,15%,-1.5%,.
Cc1nn(Cc2ccc(Br)cc2)c(C)c1NC(=O)c1nn(C)cc1Cl,1%,15%[38.3 µM],2%,-9%,-15%[46.1 µM],-1.0%,-12%
Cc1cc(SCC(=O)NC(=O)c2cccn2C)nc2ccccc12,-16%,.,.,-10%[9.22 µM],5%,3.8%,.
CCOC(=O)c1c(N)sc(N)c1C(=O)OCC,9%,13%,-11%,20%,2%,0.0%,0%
NC(=S)N=Nc1c(O)n(CCCl)c2ccccc12,5%,-4%,4%,33%,-30%,?,?
Cc1ccc(Oc2ccc(S(=O)(=O)N3CCOCC3)cc2C(N)=O)c(-n2nc3ccccc3n2)c1,3%,7%[38.3 µM],-1%,1%,29%[46.1 µM],0.8%,?
COc1ccc(-n2c(SCC3CNC(=O)O3)nnc2-c2ccc(Cl)cc2)cc1 (stereo not drawn),3%,8%,1%,6%,2%,0.0%,1%
CCC(C)[C@H](NC(=O)NC(C)C)C(=O)O (stereo partly drawn),7%,1%,3%,-20%,10%,0.0%,-9%
O=C(N/N=C/c1c[nH]c2ccccc12)c1sc2ccccc2c1Cl,?,2%,-1%,-15%,-25%[46.1 µM],0.0%,-10%
Cc1cc(Cl)cc(Br)c1OCCCCn1cncn1,10%,16%[38.3 µM],-4%,-8%,-3%[46.1 µM],0.0%,7%
FC(F)Oc1ccc(-c2csc(Cc3nnc4n3CCCCC4)n2)cc1,0%,2%,3%,-21%,2%[46.1 µM],-0.8%,?
CN1CCN(C(=O)/C=C/c2ccc([N+](=O)[O-])o2)CC1,15%,.,.,26%[9.22 µM],-18%,?,.
CCOC(=O)c1c(NC(NC(=O)C(C)C)C(Cl)(Cl)Cl)sc2c1CCC2 (stereo not drawn),8%,15%,-1%,17%,?,-1.8%,?
Cn1c(NC(=O)C2CCCC2)cc(=O)n(C)c1=O,-6%,17%[38.3 µM],0%,-10%,11%[46.1 µM],0.7%,0%
C(=N\NC1=Nc2cccc3cccc1c23)/c1ccccc1,3%,14%,-1%,-2%,-5%,5.8%,?
Cc1ccc(C)c(Cn2nnc3c(=O)[nH]c(C4CCCN(C(=O)C5CCC5)C4)nc32)c1 (stereo not drawn),9%,14%[38.3 µM],5%,-5%,-15%[46.1 µM],-2.7%,?
C/C(=N/NC(=O)CN1CCN(S(=O)(=O)c2ccc(C)cc2)CC1)c1cccc(O)c1,0%,.,.,0%[9.22 µM],-17%,0.2%,.
Cc1ccc(-c2nnn(CC(=O)N(CC(=O)NC3CCCCC3)c3ccc(F)c(Cl)c3)n2)o1,1%,8%,-1%,-26%,3%[46.1 µM],-1.0%,-3%
COC(=O)c1c[nH]n2c(=O)c(Cc3ccc(F)cc3Cl)c(C)nc12,7%,-10%[38.3 µM],-4%,18µM*,-18%[46.1 µM],-1.1%,?
Cc1ccc(-n2c(C)cc(/C=N/NC(=O)Cn3c4ccccc4c(=O)c4ccccc43)c2C)cc1,-24%,2%,0%,25%,-7%,0.0%,?
SMILES,CBFb RUNX1 block,IMPase Li cell,KinaseGlo FLuc,HttQ103 aggreg,NPSR antagonist,Epigenetic reg,LMNA splice mod
Cc1ccc(C)c(NC(=O)C(Sc2cccc[n+]2[O-])c2ccccc2)c1 (stereo not drawn),13%,-4%,-5%,-3%,-12%,1.1%,-8%[9.22 µM]
CCCN(Cc1ccc(N(C)C)cc1)CC1CC1,-6%,31%[activator][38.3 µM],1%,10%[9.22 µM],-12%[46.1 µM],-9.2%,0%
O=C(CSc1nnc(-c2ccco2)n1-c1ccccc1)N1CCOCC1,-3%,7%[38.3 µM],-3%,5%,-11%[46.1 µM],-1.0%,11%
CC1CN(C(=O)c2ccc(N3CCCCC3)c([N+](=O)[O-])c2)CC(C)O1 (stereo not drawn),-2%,-4%,1%,23%,-6%,-0.8%,-2%
COc1ccc(-c2nnc(SC(C)C(=O)NCc3ccc4c(c3)OCO4)n2Cc2ccco2)cc1 (stereo not drawn),2%,22%[38.3 µM],1%,4%[9.22 µM],-7%[46.1 µM],0.8%,-21%
COc1ccc(NC(=O)c2ccc(NCCN3C(=O)CCC3=O)c([N+](=O)[O-])c2)cc1,-19%,7%,1%,5%,-21%,-0.1%,-6%[46 µM]
Cc1cc(C)n(Cc2ccc(C(=O)NCCC3=CCCCC3)o2)n1,2%,12%[38.3 µM],3%,10%,-11%[46.1 µM],-1.1%,3%
Cc1nnc(SCC(=O)N2CCC(C(=O)Nc3nccs3)CC2)n1Cc1ccccc1,10%,0%,1%,6%,4%[46.1 µM],5.9%,-13%
COc1ccc2ccccc2c1CNc1nnnn1C,-2%,6%,-2%,8%,2%,-2.9%,.
CCOC(=O)N1CCN(C(=O)Cn2ncc3c2-c2ccccc2OC3)CC1,-1%,-2%[38.3 µM],2%,13%,-6%[46.1 µM],1.7%,-5%
COc1ccc(/C=C/C(=O)Nc2nc(C)c(C(=O)N(C)C)s2)cc1,-4%,0%,-1%,5%,1%,0.1%,1%

# From PubChem
